High-throughput results: PubChem BioAssay, National Center for Advancing Translational Sciences (NCATS)
TDP1 cell CPT = qHTS for Inhibitors of human tyrosyl-DNA phosphodiesterase 1 (TDP1): qHTS in cells in presence of CPT; chicken DT40 Tdp1-/-;hTDP1 cells + 20 nM CPT, ATP luminescence, 48 h; Potency, µM (series often up to 46.2 µM), for the others: at the top dose activity change, negative = growth inhibition, hits mostly inhibitors; 12% of 420,000 active; AID 686979, 2013; note: nearly all actives have a fitted effect of over 55% in size
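Chicken DT40 Tdp1-/- cells complemented with human TDP1, 400 cells/well, exposed to compounds plus 20 nM camptothecin for at least 48 h at 37 C; viability read as ATP content by CellTiter-Glo luminescence.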
TDP1 block = qHTS Assay for Inhibitors of Tyrosyl-DNA Phosphodiesterase (TDP1) | Potency, µM (titrated, usually from 130 µM), inactives show top-dose activity change, negative = inhibition, hits mostly inhibitors | 0.28% of 350,000 active | recombinant TDP1, AlphaScreen DNA substrate cleavage | Tyrosyl-DNA phosphodiesterase 1 (Homo sapiens), Q9NUW8; note: nearly all actives have a fitted effect of over 40% in size
Target sequence (Q9NUW8 whole entry, looked up): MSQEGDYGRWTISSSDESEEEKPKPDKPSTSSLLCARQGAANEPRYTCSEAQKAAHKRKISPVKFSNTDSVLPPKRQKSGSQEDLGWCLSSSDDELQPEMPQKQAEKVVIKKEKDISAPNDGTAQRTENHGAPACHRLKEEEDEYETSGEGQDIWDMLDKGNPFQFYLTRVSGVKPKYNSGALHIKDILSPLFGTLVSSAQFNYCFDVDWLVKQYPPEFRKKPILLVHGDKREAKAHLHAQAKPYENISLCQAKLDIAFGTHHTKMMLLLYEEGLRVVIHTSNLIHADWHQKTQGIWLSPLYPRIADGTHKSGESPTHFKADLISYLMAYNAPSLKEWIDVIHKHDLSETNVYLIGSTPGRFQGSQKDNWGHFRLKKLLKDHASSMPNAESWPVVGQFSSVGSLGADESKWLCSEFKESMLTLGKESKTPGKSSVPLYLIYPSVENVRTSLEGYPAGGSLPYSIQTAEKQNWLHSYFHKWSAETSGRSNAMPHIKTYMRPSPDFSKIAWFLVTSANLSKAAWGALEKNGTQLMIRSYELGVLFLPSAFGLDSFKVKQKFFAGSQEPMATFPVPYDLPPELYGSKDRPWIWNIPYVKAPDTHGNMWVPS
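Recombinant E. coli-expressed Tdp1 (1 nM) preincubated with compound 15 min at RT, then 5'-biotin/3'-phosphotyrosine-FITC DNA substrate (15 nM) added for 5 min. AlphaScreen beads (10 ug/ml) added, 10 min RT; tyrosine-FITC cleavage read as signal loss.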
TDP1 cell noCPT = qHTS for Inhibitors of human tyrosyl-DNA phosphodiesterase 1 (TDP1): qHTS in cells in absence of CPT. DT40 Tdp1-/- hTDP1 cells, no CPT, ATP luminescence, 48 h. Potency, µM (doses to about 46.2 µM), inactives show top-dose activity change, negative = growth inhibition, hits mostly inhibitors. 15% of 420,000 active; note: nearly all actives have a fitted effect of over 55% in size
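Stably hTDP1-transfected Tdp1-null chicken DT40 cells were treated with library compounds minus camptothecin and grown for at least 48 hr at 37 °C, after which cellular ATP was quantified by luminescence.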
* marks the source's active call; other numbers are inactive results; [ ] = another dose, or the depositor's remark. Calls come from the whole dose curve; as a rule, active = well fitted curve in the direction sought with a large enough effect; inconclusive = small, poorly fitted or top-dose-only effect, or another doubt; inactive = no such curve, though single readings can be large; an effect the other way counts as inactive or inconclusive. % is set by controls: 0 for no effect and ±100 for the full control effect; potency is the fitted concentration of half-maximal effect. Outcome played no part in choosing rows, and some 18% of all compounds hit somewhere here.

What do the screens show for `CC(=O)c1ccc(OCC(=O)N(CCC2=CCCCC2)c2c(N)n(Cc3ccccc3)c(=O)[nH]c2=O)cc1`?
TDP1 cell CPT: 23µM*; TDP1 cell noCPT: inconclusive

Results for COc1ccc(-n2nc(C(=O)NCC(=O)N3CCN(c4ccccn4)CC3)c3ccccc3c2=O)c(OC)c1 ?
TDP1 cell CPT: inconclusive; TDP1 cell noCPT: inconclusive

What do the screens show for `CNC(=O)c1[nH]cnc1C(=O)N[C@@H](C)C(=O)OC(C)(C)C`?
TDP1 cell CPT: 0%; TDP1 block: 4%; TDP1 cell noCPT: -11%

What do the screens show for `COc1ccc(N(CN2C(=O)C3CCCCC3C2=O)C(=O)c2ccco2)cc1` (stereo not given)?
TDP1 cell CPT: 9%; TDP1 block: 3%; TDP1 cell noCPT: 8%

What do the screens show for `O=C(CSc1ccccc1)NCCCc1ccccc1`?
TDP1 cell CPT: 2%; TDP1 block: 3%; TDP1 cell noCPT: -13%

Results for Cc1noc(C)c1C(=O)OC(C)C(=O)N(C)c1ccccc1 (stereo not given) ?
TDP1 cell CPT: -3%; TDP1 block: 0%[56.1 µM]; TDP1 cell noCPT: 4%

Results for CC1(c2nnc(Cc3ccccc3)o2)CC(c2cccnc2)=NO1 (stereo not given) ?
TDP1 cell CPT: 12%; TDP1 cell noCPT: 0%

Results for Cc1ccccc1-c1ccc2c(c1)O[C@H](CN(C)C(=O)C1CC1)[C@@H](C)CN([C@@H](C)CO)S2(=O)=O ?
TDP1 cell CPT: -25%; TDP1 cell noCPT: -24%

What do the screens show for `Cc1cc(C)cc(NC(=O)CSc2nnc(C3CC3)n2CC2CCCO2)c1` (stereo not given)?
TDP1 cell CPT: 8%; TDP1 block: 12%; TDP1 cell noCPT: -3%

What do the screens show for `CCc1nn(CC(=O)O)c(=O)c2ccccc12`?
TDP1 cell CPT: 0%; TDP1 block: 6%; TDP1 cell noCPT: -10%

What do the screens show for `CC1(C(=O)Nc2ccccc2)CCN1C(=O)CCc1ccc(Cl)cc1Cl` (stereo not given)?
TDP1 cell CPT: inconclusive; TDP1 cell noCPT: 21µM*

Results for c1cnc2ccc(C(c3nnnn3C3CCCC3)N3CCN(c4nc5ccccc5s4)CC3)cc2c1 (stereo not given) ?
TDP1 cell CPT: inconclusive; TDP1 block: 4%; TDP1 cell noCPT: inconclusive

Results for CCOC(=O)C(C(=O)OCC)C(C)(C)/C(C)=N\Nc1ccc([N+](=O)[O-])cc1[N+](=O)[O-] ?
TDP1 cell CPT: inconclusive; TDP1 cell noCPT: inconclusive

How did COc1ccc(NC(=O)CN2C(=O)C(C)SC(C)C2=O)cc1 (stereo not given) do in these assays?
TDP1 cell CPT: 15%; TDP1 block: 1%; TDP1 cell noCPT: -13%

How did CCOc1cc(C2NC(=O)c3c(sc4c3CCN(C)C4)N2)ccc1OC(=O)c1ccccc1Cl (stereo not given) do in these assays?
TDP1 cell CPT: 5%; TDP1 cell noCPT: 2%

What do the screens show for `COC(=O)C1=C(C)NC(=O)NC1c1cc(Cl)ccc1OC` (stereo not given)?
TDP1 cell CPT: -14%; TDP1 block: 1%; TDP1 cell noCPT: -6%

Results for Cc1ccc(NC(=O)CN2C(=O)NC3(CCCCCCC3)C2=O)cc1C ?
TDP1 cell CPT: 9.2µM*; TDP1 block: 1%; TDP1 cell noCPT: inconclusive

How did O=C(NCC1CCCO1)C(=O)N/N=C/c1ccc(OCc2ccccc2Cl)cc1 (stereo not given) do in these assays?
TDP1 cell CPT: -5%; TDP1 cell noCPT: -30%

Results for Cc1cccc(CC2CC(=O)N(c3ncccn3)C2=O)c1 (stereo not given) ?
TDP1 cell CPT: 6%; TDP1 block: -1%; TDP1 cell noCPT: -1%

What do the screens show for `Cc1ccc(Cn2cccc2/C=N/NC(=S)Nc2ccc(C)cc2)cc1`?
TDP1 cell CPT: 4.6µM*; TDP1 block: 8%; TDP1 cell noCPT: 6.5µM*

What do the screens show for `COc1ccccc1NC(=O)Cn1c(=O)n(-c2ccccc2Cl)c(=O)c2sc3ccccc3c21`?
TDP1 cell CPT: inconclusive; TDP1 block: 1%; TDP1 cell noCPT: 10µM*

Results for CCOC(=O)Cn1c(-c2ccc(Cl)nc2)nc2ccccc21 ?
TDP1 cell CPT: inconclusive; TDP1 block: 4%; TDP1 cell noCPT: -4%

Results for CN(C)CCCNC(=O)/C=C/c1ccc(OCc2c(F)cccc2Cl)cc1 ?
TDP1 cell CPT: inconclusive; TDP1 block: 2%; TDP1 cell noCPT: inconclusive

How did Cc1cc(C)n2nc(CNC(=O)c3ccccc3Cl)nc2n1 do in these assays?
TDP1 cell CPT: -17%; TDP1 block: 3%; TDP1 cell noCPT: -10%

What do the screens show for `COc1ccc(CC(=O)NNC(=O)c2ccc(NC(C)=O)cc2)cc1`?
TDP1 cell CPT: -6%; TDP1 block: 1%; TDP1 cell noCPT: -7%

Results for CCc1ccccc1NC(=O)C1CCN(S(=O)(=O)c2ccc3c(c2)N(C(C)=O)CCO3)CC1 ?
TDP1 cell CPT: -8%; TDP1 block: 0%; TDP1 cell noCPT: 12%

What do the screens show for `COCCNC(=O)c1onc(CSc2cccc(C)c2)c1C(=O)O`?
TDP1 cell CPT: -2%; TDP1 block: 3%; TDP1 cell noCPT: -8%

What do the screens show for `COc1cccc(/C=C(/C(=O)OCC(=O)NC2CCCCCCC2)c2ccccc2)c1`?
TDP1 cell CPT: inconclusive; TDP1 block: -3%; TDP1 cell noCPT: inconclusive

How did COc1ccc(-c2nc3scc(CCNS(=O)(=O)c4cccs4)n3n2)cc1 do in these assays?
TDP1 cell CPT: 21µM*; TDP1 block: 5%; TDP1 cell noCPT: 18µM*

How did COc1ccc(NC(=O)CN(C)CC(=O)NC2CCC(C)CC2)cc1 (stereo not given) do in these assays?
TDP1 cell CPT: 4%; TDP1 block: 2%; TDP1 cell noCPT: -4%

Results for CCOC(=O)c1sc(NC(=O)CSc2nnnn2-c2ccc(C)cc2C)nc1C ?
TDP1 cell CPT: -15%; TDP1 block: 1%; TDP1 cell noCPT: -20%

Results for O=C1NC[C@@H](CCCCN2C[C@H](Cc3ccccc3)N(CC3CCCCC3)C(=O)C2=O)N(CC2CCCCC2)C1=O ?
TDP1 cell CPT: -15%; TDP1 cell noCPT: -20%

What do the screens show for `Cc1ccc(CNC(=O)COC(=O)c2ccc(Br)o2)cc1`?
TDP1 cell CPT: -9%; TDP1 block: -3%[56.1 µM]; TDP1 cell noCPT: 21%

What do the screens show for `O=C(Nc1cnn(Cc2ccccc2)c1)c1nc2ncccn2n1`?
TDP1 cell CPT: -1%; TDP1 block: 3%; TDP1 cell noCPT: -1%

How did COc1ccc2cc(C#N)c(SCC(=O)NNC(=O)Cc3ccccc3)nc2c1 do in these assays?
TDP1 cell CPT: -14%; TDP1 block: -4%; TDP1 cell noCPT: inconclusive

How did CC1(C)Nc2ccccc2C(=O)N1NS(=O)(=O)c1ccccc1 do in these assays?
TDP1 cell CPT: -24%; TDP1 block: 3%; TDP1 cell noCPT: -12%

What do the screens show for `COc1ccc(NC(=O)C2CCN(C(=O)c3sc4nc[nH]c(=O)c4c3C)CC2)cc1Cl`?
TDP1 cell CPT: -9%; TDP1 block: -2%; TDP1 cell noCPT: -28%

What do the screens show for `CC1Oc2ccccc2N(CC(=O)Nc2ccccc2F)C1=O` (stereo not given)?
TDP1 cell CPT: 8%; TDP1 block: 5%; TDP1 cell noCPT: -2%

Results for COc1cc(OC)cc(C(=O)NCc2ccc3[nH]c(C)cc3c2)c1 ?
TDP1 cell CPT: -4%; TDP1 block: -3%; TDP1 cell noCPT: 7%

How did COc1cccc(Cc2nc3ccccc3nc2SCC(=O)Nc2cccc(C)c2)c1 do in these assays?
TDP1 cell CPT: inconclusive; TDP1 block: 3%; TDP1 cell noCPT: inconclusive

Sorted by SMILES length (rising): nine of the compounds above.
What do the screens show for `CC1Oc2ccccc2N(CC(=O)Nc2ccccc2F)C1=O` (stereo not given)?
TDP1 cell CPT: 8%; TDP1 block: 5%; TDP1 cell noCPT: -2%

What do the screens show for `Cc1ccc(CNC(=O)COC(=O)c2ccc(Br)o2)cc1`?
TDP1 cell CPT: -9%; TDP1 block: -3%[56.1 µM]; TDP1 cell noCPT: 21%

Results for CCOC(=O)Cn1c(-c2ccc(Cl)nc2)nc2ccccc21 ?
TDP1 cell CPT: inconclusive; TDP1 block: 4%; TDP1 cell noCPT: -4%

How did CC1(C)Nc2ccccc2C(=O)N1NS(=O)(=O)c1ccccc1 do in these assays?
TDP1 cell CPT: -24%; TDP1 block: 3%; TDP1 cell noCPT: -12%

How did COc1ccc(NC(=O)CN(C)CC(=O)NC2CCC(C)CC2)cc1 (stereo not given) do in these assays?
TDP1 cell CPT: 4%; TDP1 block: 2%; TDP1 cell noCPT: -4%

How did COc1cccc(Cc2nc3ccccc3nc2SCC(=O)Nc2cccc(C)c2)c1 do in these assays?
TDP1 cell CPT: inconclusive; TDP1 block: 3%; TDP1 cell noCPT: inconclusive

What do the screens show for `COc1cccc(/C=C(/C(=O)OCC(=O)NC2CCCCCCC2)c2ccccc2)c1`?
TDP1 cell CPT: inconclusive; TDP1 block: -3%; TDP1 cell noCPT: inconclusive

What do the screens show for `COc1ccccc1NC(=O)Cn1c(=O)n(-c2ccccc2Cl)c(=O)c2sc3ccccc3c21`?
TDP1 cell CPT: inconclusive; TDP1 block: 1%; TDP1 cell noCPT: 10µM*

Results for O=C1NC[C@@H](CCCCN2C[C@H](Cc3ccccc3)N(CC3CCCCC3)C(=O)C2=O)N(CC2CCCCC2)C1=O ?
TDP1 cell CPT: -15%; TDP1 cell noCPT: -20%

The listing continues.
What do the screens show for `O=C(NCc1ccccc1)c1cc(C2CCCN(C(=O)c3ccccc3)C2)on1` (stereo not given)?
TDP1 cell CPT: -24%; TDP1 cell noCPT: 1%

Results for O=C(CCC1CCCN(C(=O)c2cccnc2)C1)NCc1ccccc1F (stereo not given) ?
TDP1 cell CPT: 3%; TDP1 block: 8%; TDP1 cell noCPT: -11%

Results for C=CCn1c(=O)/c(=C\c2ccccn2)s/c1=C(/C#N)C(=O)NCC1CCCO1 (stereo not given) ?
TDP1 cell CPT: 2%; TDP1 block: 6%; TDP1 cell noCPT: -19%

Results for CCn1c(C(=O)N2CCc3ccccc3C2)cc2sccc21 ?
TDP1 cell CPT: inconclusive; TDP1 block: 7%; TDP1 cell noCPT: inconclusive

Results for CCOCCCN1C(=O)CN(C2CCCCCC2)C(=O)C1c1ccc(OCC)c(OC)c1 (stereo not given) ?
TDP1 cell CPT: -24%; TDP1 block: 3%; TDP1 cell noCPT: -29%

What do the screens show for `CCCNC(=O)NC(=O)COC(=O)CC(NC(N)=O)c1ccc(Cl)cc1` (stereo not given)?
TDP1 cell CPT: -7%; TDP1 block: -5%; TDP1 cell noCPT: 0%

What do the screens show for `COc1cc(CN(C(=O)COc2ccc(Cl)cc2)c2ccccn2)cc(OC)c1OC`?
TDP1 cell CPT: 18µM*; TDP1 block: -1%; TDP1 cell noCPT: 8.2µM*

What do the screens show for `O=c1cc(CSc2ccccc2)[nH]c2ccccc12`?
TDP1 cell CPT: 26µM*; TDP1 cell noCPT: inconclusive

How did Cc1ccccc1CSc1nnc(-c2cccs2)n1Cc1ccco1 do in these assays?
TDP1 cell CPT: inconclusive; TDP1 block: 1%; TDP1 cell noCPT: 23µM*

How did NS(=O)(=O)c1ccc(N=Nc2c(O)[nH]c3ccc(Br)cc23)cc1 do in these assays?
TDP1 cell CPT: inconclusive; TDP1 block: inconclusive; TDP1 cell noCPT: inconclusive

How did COc1ccc2cc(S(=O)(=O)c3ccccc3F)c(=O)oc2c1 do in these assays?
TDP1 cell CPT: inconclusive; TDP1 block: 5%; TDP1 cell noCPT: inconclusive

What do the screens show for `Cc1cccc(-n2cnc3sc(C)c(C)c3c2=O)c1`?
TDP1 cell CPT: -14%; TDP1 block: -3%; TDP1 cell noCPT: -17%

Results for Clc1ccc(N/N=C/c2cccnc2)cc1 ?
TDP1 cell CPT: 18µM*; TDP1 block: 8%; TDP1 cell noCPT: 16µM*

Results for O=C(Nc1cccc(C(=O)OCc2cc(=O)n3nc(C4CC4)sc3n2)c1)c1cccc(Cl)c1 ?
TDP1 cell CPT: 12µM*; TDP1 block: 4%; TDP1 cell noCPT: 16µM*

Results for CCOCC(=O)N1CCC(Cc2ccccc2)CC1 ?
TDP1 cell CPT: -8%; TDP1 block: 3%; TDP1 cell noCPT: -11%
